TDP1 cell noCPT = qHTS for Inhibitors of human tyrosyl-DNA phosphodiesterase 1 (TDP1): qHTS in cells in absence of CPT | DT40 Tdp1-/- hTDP1 cells, no CPT, ATP luminescence, 48 h | Potency, µM (doses to about 46.2 µM), for inactives: at the top dose activity change, negative = growth inhibition, hits mostly inhibitors | 420,000 tested, 15% active; also: nearly all actives have a fitted effect of over 55% in size
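Chicken DT40 Tdp1-/- cells stably complemented with human TDP1 were seeded at 400 cells/well with DMSO in place of 20 nM camptothecin. After compound pinning, cells grew at least 48 hr at 37 °C; viability read by CellTiter-Glo luminescence.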
TDP1 inh = qHTS Assay for Inhibitors of Tyrosyl-DNA Phosphodiesterase (TDP1). recombinant TDP1, AlphaScreen DNA substrate cleavage. 350,000 tested, 0.28% active. Tyrosyl-DNA phosphodiesterase 1 (Homo sapiens), Q9NUW8. AID 485290, 2010. Potency, µM (titrated, usually from 130 µM), inactives show at the top dose activity change, negative = inhibition, most hits filed as inhibitors; also: nearly all actives have a fitted effect of over 40% in size
Target sequence (Q9NUW8 whole entry, looked up): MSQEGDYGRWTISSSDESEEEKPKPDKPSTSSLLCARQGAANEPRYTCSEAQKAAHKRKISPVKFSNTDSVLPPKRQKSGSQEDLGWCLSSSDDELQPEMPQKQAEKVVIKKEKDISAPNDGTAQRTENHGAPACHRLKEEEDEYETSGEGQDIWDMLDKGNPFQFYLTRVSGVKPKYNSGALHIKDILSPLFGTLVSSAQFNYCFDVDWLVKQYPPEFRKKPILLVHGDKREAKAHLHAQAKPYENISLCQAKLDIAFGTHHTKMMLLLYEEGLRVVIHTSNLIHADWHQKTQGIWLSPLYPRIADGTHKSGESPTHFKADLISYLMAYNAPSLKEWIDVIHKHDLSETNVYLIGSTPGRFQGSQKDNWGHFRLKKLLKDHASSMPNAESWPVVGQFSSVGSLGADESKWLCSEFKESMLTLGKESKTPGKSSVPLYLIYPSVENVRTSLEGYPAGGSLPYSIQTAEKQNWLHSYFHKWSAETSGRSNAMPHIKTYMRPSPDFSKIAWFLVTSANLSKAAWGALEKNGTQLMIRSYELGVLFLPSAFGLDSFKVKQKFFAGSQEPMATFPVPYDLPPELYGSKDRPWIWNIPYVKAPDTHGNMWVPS
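Steps: enzyme plus compound, 15 min RT; add biotin/phosphotyrosine-FITC oligonucleotide (15 nM final), react 5 min; add donor/acceptor beads (10 ug/ml final), 10 min; read AlphaScreen. Tdp1 at 1 nM final.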
N370S GC = qHTS Assay for Inhibitors and Activators of N370S glucocerebrosidase as a Potential Chaperone Treatment of Gaucher Disease | Potency, µM (series often up to 59.4 µM), without a hit: at the highest dose activity change, negative = inhibition, usual class: inhibitors | N370S GC spleen homogenate, 4MU-glucoside fluorescence | 330,000 tested, 0.092% active | Lysosomal acid glucosylceramidase (Homo sapiens), P04062;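 also: 0% = full enzyme activity and -100% = no enzyme basal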
* marks the source's active call; other numbers are inactive results; ? = inconclusive; nt = no result given; [ ] = another dose, or the depositor's remark. Calls follow the shape of the dose curve; as a rule, active = well fitted curve in the direction sought with a large enough effect; inconclusive = small, poorly fitted or top-dose-only effect, or another doubt; inactive = no such curve, though single readings can be large; an effect the other way counts as inactive or inconclusive. Unless noted, % is scaled to controls: 0 for no effect and ±100 for the full control effect; potency is read from the fitted curve at half-maximal effect. A portion of the library, so the mix of outcomes need not match the whole.

The opening two records, to show the layout:
Fields – TDP1 cell noCPT	TDP1 inh	N370S GC
- CCOc1ccc(CCNC(=O)c2c(C)oc3ncn(C)c(=O)c23)cc1
 : 3%	-4%	nt
- Cc1cc(NC(=O)C2C3C(=O)N(Cc4ccc(Cl)cc4)C(C(=O)NC(C)(C)C)C34C=CC2(C)O4)no1 (stereo not given)
 : -6%	2%	5%

The whole of this part, from the start:
Fields – TDP1 cell noCPT	TDP1 inh	N370S GC
- CCOc1ccc(CCNC(=O)c2c(C)oc3ncn(C)c(=O)c23)cc1
 : 3%	-4%	nt
- Cc1cc(NC(=O)C2C3C(=O)N(Cc4ccc(Cl)cc4)C(C(=O)NC(C)(C)C)C34C=CC2(C)O4)no1 (stereo not given)
 : -6%	2%	5%
- CCOc1ccc(Cn2nnc(-c3ccc(S(C)(=O)=O)cc3)n2)cc1OCC
 : -19%	1%	nt
- CC(C)(C)c1csc(NC(=O)Cn2c(=O)oc3ccccc32)n1
 : ?	0%	4%
- COc1ccc(OC)c(-c2nnc3n(Cc4ccc(C)cc4)c(=O)c4ccccc4n23)c1
 : 18µM*	6%	nt
- O=C1N/C(=C/c2cccn2-c2ccccc2)C(=O)N1Cc1ccccc1F
 : -28%	0%	1%
- COc1ccc(S(=O)(=O)Nc2ccc3c(c2)OCO3)cc1Cl
 : -29%	0%	8%
- CCC1=Nc2cc(C(=O)NCCc3ccccc3)ccc2Sc2ccc(Cl)cc21
 : 6.5µM*	0%	nt
- CCC(C)NC(=O)C1CCN(S(=O)(=O)c2ccc(OC)cc2)CC1 (stereo not given)
 : -44%	5%	8%
- CC(=O)c1ccc2noc(-c3ccc(C)cc3)c2c1
 : -11%	0%	2%
- O=C(COC(=O)/C=C/c1cccc(F)c1)Nc1ccc(Cl)cn1
 : 12%	-15%	5%
- CCC1CN(C(=O)C2CCN(S(=O)(=O)c3c(C)noc3/C=C/c3ccccc3F)CC2)c2cc(Cl)ccc2O1 (stereo not given)
 : -23%	5%	nt
- Cc1ccc(S(=O)(=O)CCC(=O)Nc2nc(-c3ccncc3)cs2)cc1
 : 18µM*	3%	-7%
- COc1ccc(C(=O)Nc2ccc3c(c2)nc(CN2CCN(C(C)=O)CC2)n3C)cc1
 : -21%	-1%	4%[12.8 µM]
- Cc1cc(C(=O)N2CCCC(C(=O)c3ccc(Oc4ccccc4)cc3)C2)n[nH]1 (stereo not given)
 : 13µM*	nt	-2%
- Cc1cc(/C=N/n2cnnc2)c(C)n1-c1ccc(Cl)cc1
 : -12%	2%	-16%
- COc1ccc(N(C(C)C(=O)N/N=C/c2ccc(OCC(C)C)cc2)S(C)(=O)=O)cc1 (stereo not given)
 : ?	0%	-6%
- CCCCN(CCCC)Cc1ccc(C(=O)NNC(=O)Nc2ccccc2)o1
 : -7%	-1%	-4%
- Cc1cccc(NC(=O)c2cc([N+](=O)[O-])ccc2NC2CCCCC2)c1
 : -27%	0%	9%
- CCCc1nnc(NC(=O)CCC(=O)N2CCN(c3nc(C)cc(C)n3)CC2)s1
 : -23%	3%	7%
- Cc1onc(-c2c(F)cccc2Cl)c1C(=O)NC1CCCCCC1
 : 29µM*	nt	-5%
- CC1c2cc3c(cc2CCN1CC(=O)Nc1ccccc1)OCCCO3 (stereo not given)
 : 23µM*	nt	-6%
- O=C(OCc1ccc(COC(=O)c2cccnc2Cl)cc1)c1cccnc1Cl
 : ?	-10%	8%
- Cc1csc(NC(=O)c2ccc(C)c(S(=O)(=O)N3CCOCC3)c2)n1
 : nt	1%	2%
- O=C(CSc1ncc(C(F)(F)F)cc1Cl)N1CCN(S(=O)(=O)c2ccccc2)CC1
 : ?	7%	nt
- COc1ccc(CCNC(=O)CN(c2ccc(C)cc2)S(=O)(=O)c2c(C)noc2C)cc1OC
 : ?	7%	-4%
- O=[N+]([O-])c1cccc2c(S(=O)(=O)N3CCOCC3)cccc12
 : ?	20µM*	-16%
- c1coc(-c2nc3n(n2)C2(CCCCC2)[C@@H]2CCCC[C@@H]2N3)c1
 : ?	4%	nt
- CC1(OC(=O)C2CCCC2)C(=O)C=C2C=C(c3ccsc3)N(Cc3ccccc3)C=C2C1=O (stereo not given)
 : 18µM*	13%[21 µM]	-21%[12.8 µM]
- CCCOc1ccc(S(=O)(=O)NCCCN2CCOCC2)c2ccccc12
 : ?	9%	?

Single values from above.
Cc1csc(NC(=O)c2ccc(C)c(S(=O)(=O)N3CCOCC3)c2)n1 in TDP1 inh has 1%
c1coc(-c2nc3n(n2)C2(CCCCC2)[C@@H]2CCCC[C@@H]2N3)c1 in TDP1 inh has 4%
CCOc1ccc(CCNC(=O)c2c(C)oc3ncn(C)c(=O)c23)cc1 in TDP1 cell noCPT has 3%
O=C(CSc1ncc(C(F)(F)F)cc1Cl)N1CCN(S(=O)(=O)c2ccccc2)CC1 in TDP1 inh has 7%

The results go on.
Fields – TDP1 cell noCPT	TDP1 inh	N370S GC
- Clc1ccc(SCc2cn3ccccc3n2)cc1
 : ?	5%	-2%
- CCNC(=O)C1CC(=O)N(c2ccc(Br)cc2)C1 (stereo not given)
 : -1%	-3%	9%
- CN(C)C(CNC(=O)c1ccc(S(=O)(=O)Nc2cccc(C(F)(F)F)c2)cc1)c1ccco1 (stereo not given)
 : ?	nt	-7%
- CCN(CC)S(=O)(=O)c1ccc(O)c(NS(=O)(=O)c2ccccc2F)c1
 : -27%	3%	-3%
- O=C(CSc1nc2c([nH]c3ccccc32)c(=O)n1-c1ccc(Cl)cc1)N1CCCCCC1
 : 21µM*	5%	nt
- CC(C)C(NC(=O)c1ccc(F)cc1)C(=O)Nc1cccnc1 (stereo not given)
 : 4%	3%	-1%
- COc1ccc(CC(=O)NCCc2csc(-c3ccc(Cl)cc3)n2)cc1
 : 16µM*	-2%	nt
- COc1cc(/C=N/Nc2ccc(Cl)c(C(=O)O)c2)ccc1OC(=O)c1ccccc1F
 : 18%	9%	-3%
- O=C(NC(Cc1ccccc1)C(=O)O)/C(=C/c1cccc([N+](=O)[O-])c1)NC(=O)c1ccco1 (stereo not given)
 : 1%	3%	10%
- Cc1nc2sc(C(=O)N(C)Cc3ccccc3)c(NC(=O)c3ccccc3)c2c(C)c1Cl
 : 16µM*	6%	nt
- Cc1ccc(-c2nc3ncccc3o2)cc1NC(=O)c1cccnc1
 : 0%	3%	-4%
- Cc1ccc(S(=O)(=O)N(C)C)cc1NC(=O)c1cc(-c2ccco2)nc2ccccc12
 : 18µM*	6%	2%
- O=C(NCCc1nc2ccccc2[nH]1)c1cccc(Br)c1
 : -1%	6%	-19%
- CCCCN(C)C(=O)c1nc2ccccn2c1CN1CCSCC1
 : ?	-1%	1%
- CCOC(=O)N1CCN(C(=O)c2oc(=O)c3ccccc3c2-c2ccc(C)cc2)CC1
 : ?	-5%	-1%
- N#CCCN(C(=O)CSc1ccc2c(c1)OCCO2)c1ccccc1
 : ?	3%	0%
- Cc1ccccc1NC(=O)C1CCN(C2=NS(=O)(=O)c3ccccc32)CC1
 : ?	-1%	-6%
- CCN1CCN(C(=O)C2c3cc(OC)c(OC)cc3C(=O)N(C)C2c2ccc(SC)cc2)CC1 (stereo not given)
 : 0%	5%	-6%
- Cc1cc2[nH]c(=O)c(=O)[nH]c2cc1S(=O)(=O)N1CCC(C)CC1
 : -7%	nt	?
- CC(=O)c1cccc(-n2c(=O)c3c4c(sc3n(CC(=O)Nc3ccccc3F)c2=O)CN(C(C)=O)CC4)c1
 : 2%	3%	nt
- O=C(OCC(=O)N1CCN(S(=O)(=O)c2ccc(Cl)cc2)CC1)c1ccc([N+](=O)[O-])o1
 : ?	-2%	-3%
- CCCC(=O)Nc1nnc(-c2ccco2)s1
 : -12%	0%	-4%
- O=C(Cc1ccc([N+](=O)[O-])cc1)NCC1CCCO1 (stereo not given)
 : 1%	0%	19%
- CSc1nc(NS(=O)(=O)c2cc(C)c(Cl)cc2Cl)nn1C
 : 6%	6%	-1%
- COC(=O)[C@@H](Cc1ccc(O)cc1)NC(=O)[C@H]1CCC(=O)N1C(=O)OCc1ccccc1
 : 0%	nt	-3%
- O=C(CCn1nnc2ccccc21)NNC(=O)C1CCCCC1
 : 1%	5%	-6%
- Cc1ccc2c(C)c(C(=O)N3CCN(c4ncccn4)CC3)oc2c1C
 : 16µM*	2%	-6%
- Cc1cc(Sc2nc(NC(C)C)nc(NC(C)C)n2)nc(Cl)n1
 : ?	8%	21%
- CCN(CC(=O)NC1CCS(=O)(=O)C1)C(=O)c1ccc(S(=O)(=O)N(CC)CC)cc1 (stereo not given)
 : -21%	0%	nt
- O=[N+]([O-])c1ccc(C2CCCC/C2=N/OCc2ccc(F)cc2)c([N+](=O)[O-])c1 (stereo not given)
 : -1%	13%	13%

The list continues.
canonical_smiles,TDP1 cell noCPT,TDP1 inh,N370S GC
O=C(Nc1ccc(S(=O)(=O)NCc2ccco2)cc1)c1ccncc1,?,2%,1%
NC1=NN=C(N2N=C(c3ccccc3)CC2(O)C(F)(F)F)n2ncnc2C1 (stereo not given),4%,2%,-10%
CCC1CCCCN1C(=O)CSc1n[nH]c(-c2ccccc2Cl)n1 (stereo not given),?,5%,nt
COc1cc(NC(=O)Cn2ncc(Cl)c(Cl)c2=O)c(C)cc1[N+](=O)[O-],4.6µM*,-1%,1%
COCCCNC(=S)N/N=C/c1ccccc1O,0.58µM*,9%,2%
COc1ccc(/C(C)=N\NS(C)(=O)=O)c(OC)c1,0%,-3%,0%
Cc1cc(-c2cccs2)n[nH]1,-7%,7%,5%
COCCN(C(=O)CCC(=O)Nc1ccccn1)C(C(=O)NCCC(C)C)c1ccc(C)cc1 (stereo not given),-15%,nt,-10%
CC1CCN(c2cc(N)c(Cl)cc2[N+](=O)[O-])CC1,-22%,7%,?
CCOC(=O)c1c(NC(=O)CSc2nnc(C)s2)sc2c1CCC(CC)C2 (stereo not given),?,2%,29%
O=C(Nc1cc(C(F)(F)F)ccc1-n1cncn1)c1cn2ccccc2n1,?,-3%,nt
C=CCOc1ccc(-c2nc3c(c(=O)[nH]c(=O)n3CCC)n2CCCC)cc1,8%,0%,-10%
Cc1ccc(/C(O)=C2\C(=O)C(=O)N(CC(C)O)C2c2ccccn2)cc1 (stereo not given),5%,3%,-6%
O=C(Nc1ccc(Cl)cc1)c1ccc(-c2ccccn2)s1,-2%,nt,-2%
Cn1cc(C(=O)N/N=C/c2cccc([N+](=O)[O-])c2)c2ccccc21,?,nt,-1%

(more compounds)
canonical_smiles,TDP1 cell noCPT,TDP1 inh,N370S GC
CC(S)C(=O)NCC(=O)O (stereo not given),-2%,nt,-8%
COc1cccc(CC(NC(C)=O)C(=O)NC2CCN(C(=O)C3CC3)CC2)c1OC (stereo not given),3%,-6%,7%
O=C(COc1ccc(Cl)cc1)Nc1cccc(S(=O)(=O)NCc2ccco2)c1,-16%,4%,nt
CC(C)NC[C@H](O)c1cc(O)cc(O)c1,nt,12%[21 µM],8%[21.6 µM]
COc1ccc(Cl)cc1S(=O)(=O)N1CCC(C(=O)NC2CC2)CC1,-4%,1%,-15%
O=C(Sc1ccccc1)c1cccc(Cn2cc(C(F)(F)F)ccc2=O)c1,16µM*,-3%,-6%
NC(=O)Cc1ccc2sc(-c3ccccc3)nc2c1,-22%,-3%,5%
O=C(COc1cc(F)ccc1[N+](=O)[O-])NCC1CCCO1 (stereo not given),20%,2%,nt
O=C(Nc1ccccc1)c1nc2ccccc2s1,-26%,0%,3%
COc1cc(OC)cc(C2=NCCN2)c1,-9%,4%,-1%
Cc1ccc(-c2nn(CC(=O)NCc3ccco3)c(=O)c3ccccc23)cc1,-4%,9%,7%
NC(=O)c1ccc[n+](CC(=O)NCc2ccc(Cl)cc2)c1,-1%,nt,-2%
COc1ccc(NS(=O)(=O)c2ccc(N3CCOCC3)c(NC(=O)c3ccccc3Br)c2)cc1,?,4%,27%
CCc1nnc(NC(=O)Cc2sc(C)nc2-c2ccc(C)cc2)s1,-14%,1%,13%
COc1ccc(-c2nnc(SCc3ccccn3)n2C)cc1,?,1%,4%

(more compounds)
canonical_smiles,TDP1 cell noCPT,TDP1 inh,N370S GC
CC1(C)C2CCC1(C)C(OC(=O)C[n+]1ccccc1N)C2 (stereo not given),7%,6%,-3%
O=C(Nc1cc(Cl)ccc1-n1cncn1)c1cc(S(=O)(=O)N2CCOCC2)ccc1F,-5%,1%,-4%
COc1ccc(CNC(=O)Cn2ccc3cc(S(=O)(=O)N4CCCCC4)ccc32)cc1OC,?,8%,nt
CCCOc1ccc(/C(O)=C2/C(=O)C(=O)N(CCCn3ccnc3)C2c2ccc(C)o2)cc1 (stereo not given),1%,nt,-6%
COc1cnc(-c2ccccn2)nc1Oc1ccccc1,0.46µM*,4%,6%
COc1ccc(-c2nc(CCNC(=O)Cc3ccc(F)cc3)cs2)cc1,18µM*,2%,nt
Clc1ccc(C2NCCc3sccc32)cc1 (stereo not given),?,8%,1%
COc1ccc(S(=O)(=O)N2CCN(C(=O)CCCN3C(=O)NC4(CCCC4)C3=O)CC2)cc1,0%,-5%,2%
